From PubChem
E coli growth = bacterial growth inhibition, counter-screen for AddAB inhibitors | E. coli V3065 growth, OD600 absorbance, 18 h | inhibition, % at 11.9 µM | 330,000 compounds, 0.27% hits;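 active means inhibition above the campaign's mean inhibition across all tested compounds plus 3 SD, cut at about 9.9% in these data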;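 further: uninfected addAB+ strain grown without phage in ampicillin broth; 0% = DMSO wells and 100% = ciprofloxacin 0.95 µg/ml wells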
HTR5A inv ag = inverse agonist of human HTR5A in OPRM1-OPRD1 counter-screen; P47898; HTR5A cell line, luminescence, inverse agonism; inhibition, % at 9.3 µM; 340,000 compounds, 0.083% hits; in the data active means inhibition mostly above about 23%, no sharp cut-off; inactive means mostly below about 18%;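 further: 0% = cells with DMSO and 100% = no-cell wells with DMSO; some compounds called inactive have numbers as strong as hits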
Target sequence (P47898 whole entry, looked up): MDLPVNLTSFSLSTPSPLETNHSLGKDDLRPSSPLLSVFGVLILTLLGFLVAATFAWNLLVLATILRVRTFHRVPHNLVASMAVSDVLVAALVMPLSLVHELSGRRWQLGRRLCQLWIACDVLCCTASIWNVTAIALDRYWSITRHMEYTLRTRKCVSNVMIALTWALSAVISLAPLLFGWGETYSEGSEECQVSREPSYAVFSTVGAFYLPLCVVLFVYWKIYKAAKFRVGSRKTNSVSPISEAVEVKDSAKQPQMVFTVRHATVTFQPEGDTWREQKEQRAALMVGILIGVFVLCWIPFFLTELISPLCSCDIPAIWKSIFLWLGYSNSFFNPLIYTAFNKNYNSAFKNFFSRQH
PKA-R1A act = activators of PKA-R1A complex; P00514+P68181; PKA-R1A dissociation, Cy5-IP20 fluorescence polarization; scaled: DMSO 0%, 113 µM cGMP 100%; activation, % at 11.4 µM; 340,000 compounds, 0.083% hits;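 active means percent activation above the mean of all tested compounds plus 3 SD, cut at about 19% in these data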;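 further: higher means more PKAc released from R1A so a rise in polarization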
DAGLB inhibitor = diacylglycerol lipase beta (human) inhibition; HEK293T DAGLB membrane lysate, EnzChek fluorogenic substrate; 340,000 compounds, 0.059% hits; Q8NCG7; inhibition, % at 5.17 µM; in the data active means inhibition above about 34%;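 further: 0% = enzyme with vehicle and 100% = wells lacking enzyme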
CDK5 inh = blocks human CDK5/p35 kinase activity; Q00535+Q15078; AID 488839; 330,000 compounds, 0.01% hits; inhibition, % at 10 µM; Recombinant CDK5/p35, ADP-Glo luminescence, 60 min;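 active means highest replicate inhibition of at least 50% and at least 75% of replicates reaching 50%; inconclusive means only one of the two criteria met; inactive means both criteria failed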;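 further: plate controls were DMSO neutral control for no effect and GW8510 at 10 µM for full effect; many of its hits are not listed in these tables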
Target sequence (Q00535 whole entry, looked up): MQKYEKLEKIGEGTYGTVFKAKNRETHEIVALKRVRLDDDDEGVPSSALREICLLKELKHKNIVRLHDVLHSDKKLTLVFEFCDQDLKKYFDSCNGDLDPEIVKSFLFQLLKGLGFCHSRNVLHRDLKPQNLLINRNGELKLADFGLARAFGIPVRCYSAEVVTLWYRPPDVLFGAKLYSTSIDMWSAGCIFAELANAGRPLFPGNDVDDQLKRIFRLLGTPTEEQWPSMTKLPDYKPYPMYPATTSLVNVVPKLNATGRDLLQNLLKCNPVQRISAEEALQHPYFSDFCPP
Target sequence (Q15078 whole entry, looked up): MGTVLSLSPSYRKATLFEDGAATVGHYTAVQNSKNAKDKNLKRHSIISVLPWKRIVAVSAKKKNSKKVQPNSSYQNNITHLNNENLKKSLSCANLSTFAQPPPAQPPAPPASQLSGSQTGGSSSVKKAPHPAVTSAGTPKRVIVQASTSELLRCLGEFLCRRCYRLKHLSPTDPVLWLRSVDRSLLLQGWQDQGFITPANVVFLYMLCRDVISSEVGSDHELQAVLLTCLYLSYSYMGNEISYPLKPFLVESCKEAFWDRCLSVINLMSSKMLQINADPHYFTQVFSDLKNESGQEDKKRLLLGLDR
phage Ecoli inh = E. coli growth loss with phage present; growth absorbance; inhibition, % at 11.9 µM; 360,000 compounds, 0.26% hits; in the data active means inhibition above about 11%
Mot1-301 SUMO = SUMOylation pathway inhibition by Mot1-301 growth rescue | S. cerevisiae Mot1-301 growth rescue, ATP luminescence, 38.5C; percent above DMSO median, 100 means doubled | growth rescue, % at 18.8 µM | 320,000 compounds, 1% hits;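 active means every valid replicate shows activation above 250% relative to neutral control wells; inactive means the rest, any valid replicate at or below 250%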;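 further: OY570 slx delta 5 strain wells were the positive control but not used for scaling; some compounds called inactive have numbers as strong as hits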
AddAB inh = less growth of phage-infected E. coli with AddAB; 330,000 compounds, 0.29% hits; AID 435030; inhibition, % at 11.9 µM; E. coli expressing H. pylori AddAB, absorbance growth; in the data active means inhibition above about 12%;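 further: 0% = vehicle wells of infected cells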
Tat export inh = inhibitors of E. coli Tat protein transport; E. coli MC4100 TorA-mCherry Tat export, fluorescence; inhibition, % at 10 µM; 340,000 compounds, 0.036% hits;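 active means mean replicate inhibition at least 50% and at least half of replicates individually reaching 50%; inconclusive means only one of the two criteria met; inactive means neither criterion met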;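 further: exported cargo escapes ClpAP degradation while cytoplasmic cargo is degraded and loses fluorescence; 0% = median of neutral control wells and 100% = median of NaSCN control wells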
HTR5A ag ctr = activates human HTR5A in OPRM1-OPRD1 agonist counter-screen; P47898; HTR5A agonist assay, luminescence, cell-based; AID 504692; activation, % at 9.3 µM; 340,000 compounds, 0.61% hits; in the data active means activation mostly above about 9.5%, no sharp cut-off; inactive means mostly below about 7.6%;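 further: 0% = cells with vehicle only and 100% = reference agonist; strong numbers were not always called active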
PKA-R2B act = activates the human PKA-R2B holoenzyme complex; PKA-R2B holoenzyme dissociation, Cy5-IP20 fluorescence polarization; R2B truncated from residue 108, S112A mutant; 0% DMSO only, 100% 113 µM cGMP; activation, % at 11.4 µM; 340,000 compounds, 0.079% hits;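 active means activation above a cutoff set at the mean over all compounds plus 3 SD, cut at about 18% in these data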;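 further: higher means more holoenzyme dissociation and a rise in polarization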
Active calls of the source: *; u = inconclusive; x = not tested or not shown. Rows were taken by chance, and some 2.3% of all compounds hit somewhere here.

SMILES | E coli growth | HTR5A inv ag | PKA-R1A act | DAGLB inhibitor | CDK5 inh | phage Ecoli inh | Mot1-301 SUMO | AddAB inh | Tat export inh | HTR5A ag ctr | PKA-R2B act
CC(C)(CSc1nncn1/N=C/c1ccco1)NS(=O)(=O)c1ccc(Cl)cc1 | 0.4 | -13 | -2 | -4 | 1.0 | 1.3 | -5 | 5.8 | 4 | 4 | -4
COc1ccc(NC(=O)Cc2coc3cc(C)ccc23)cc1S(=O)(=O)N1CCOCC1 | 0.2 | -18 | -8 | -1 | x | 2.1 | 100 | 2.1 | 2 | 3 | -23
COCCSc1ccccc1C(=O)Nc1ccc(Cl)cn1 | -0.3 | -8 | -2 | -3 | 0.8 | 2.4 | -12 | 3.4 | 3 | 2 | 5
CCOC(=O)N1CCN(CC(=O)Nc2cc(C)nn2-c2nc3ccccc3s2)CC1 | -0.7 | -2 | 3 | 0 | 0.9 | 1.2 | 13 | 0.1 | 3 | -2 | 2
COc1ncccc1C(=O)NC1CCCc2c1cnn2-c1ccc(C)c(C)c1 (stereo unspecified) | -0.3 | 15 | -4 | 0 | -0.6 | 0.8 | -20 | 0.7 | 3 | -4 | 5
CCN(CC)c1ccc(NC(=O)CSc2nc(C)cc(=O)[nH]2)cc1 | -0.3 | -4 | -3 | -2 | 2.1 | 5.6 | -14 | 0.1 | -13 | 1 | 6
Cc1cccc(-c2noc(Cc3ccc(Cl)cc3)n2)c1 | 0.6 | 7 | -9 | -16 | -0.8 | 0.7 | 225 | 1.2 | 4 | 5 | 1
c1cc(CNC23CC4CC(CC(C4)C2)C3)ccn1 | 0.9 | -7 | -4 | 0 | 0.3 | -0.9 | 118 | -0.2 | 9 | 3 | 3
CCOC(=O)c1c(NC(=O)CSc2nnc(CN3CCOCC3)n2C)sc2c1CCCC2 | -1.8 | -18 | -7 | 2 | 0.6 | 1.7 | -6 | 0.1 | 3 | 7 | -2
Cc1ccnc(NC(=O)C2CCCN(c3ncnc4c3nc3n4CCCCC3)C2)c1 (stereo unspecified) | 0.8 | 13 | -12 | 1 | 0.9 | 1.1 | -10 | 3.2 | 0 | -5 | -8
CSc1nc(NCc2ccco2)c2sc3nc(C(C)C)c4c(c3c2n1)CC(C)(C)OC4 | -0.6 | -3 | -1 | -1 | 0.8 | 3.6 | -14 | 0.6 | -7 | 1 | 6
NC(=O)c1ccsc1NC(=O)CCc1ccccc1 | -0.6 | 6 | -11 | -1 | -0.8 | 3.7 | 37 | 2.6 | -4 | -2 | 11
O=C(CN1C(=O)NC2(CCOc3ccccc32)C1=O)Nc1cccc([N+](=O)[O-])c1 (stereo unspecified) | 1.7 | -10 | 15 | 0 | 0.1 | 2.3 | -10 | 0.5 | -4 | 4 | 2
O=C(NNC(=O)c1cnccn1)c1ccc(Cl)c(Cl)c1 | -6.8 | 3 | 5 | 3 | -2.2 | -3.2 | 1 | -3.5 | -16 | 0 | -3
O=C(Nc1ccc(NC(=O)C2CC2)cc1)c1cccs1 | 0.8 | 14 | 13 | 0 | 1.2 | 4.8 | -9 | 3.7 | -12 | 0 | 13
N#Cc1ccc(Oc2ccc(-c3cnc4ccccc4n3)cc2)cc1C#N | 0.0 | -9 | -7 | 3 | 2.0 | 5.0 | 10 | 1.5 | 5 | 3 | -4
Clc1ccc(CNCC2CCCO2)cc1 (stereo unspecified) | x | 0 | 5 | -4 | 0.8 | 0.9 | 20 | x | -10 | 0 | 5
CCSc1nc(C)c(CCOc2cccc(C)c2)c(=O)[nH]1 | -0.5 | -27 | -2 | -2 | 0.5 | 2.9 | -7 | 2.5 | 4 | -2 | -1
COC(=O)C1=C(C)N(Cc2ccccc2)C(=NCc2cc(OC)c(OC)c(OC)c2)N[C@H]1c1ccccc1 | 0.7 | -23 | 3 | 0 | 0.5 | x | 6 | 3.5 | 4 | 0 | -3
CCOC(=O)C1CCCN(c2c(NCCc3ccc(S(N)(=O)=O)cc3)c(=O)c2=O)C1 (stereo unspecified) | -1.8 | -16 | -12 | -2 | 1.9 | 1.4 | 207 | -2.0 | -2 | 5 | 13
COc1ccccc1CNC(=O)c1ccc(CS(=O)(=O)c2ccccc2C)o1 | -1.3 | 0 | -9 | 2 | x | -0.9 | 38 | 2.9 | 3 | 0 | -3
CCOC(=O)CSc1nc2ccccc2c(=O)n1CCN1CCOCC1 | -0.2 | 6 | -2 | 2 | -2.2 | 0.6 | 399 | 2.3 | -2 | 3 | -3
CN(C)S(=O)(=O)c1ccc(C(=O)OCC(=O)Nc2ccc3c(c2)OCO3)cc1 | -0.7 | -2 | -6 | 0 | -0.6 | 0.3 | 5 | 0.3 | -8 | 1 | -2
CC(C)N(CCn1cnc2c([nH]c3ccccc32)c1=O)C(C)C | 0.0 | -19 | -12 | -1 | -0.6 | 2.2 | -4 | 0.5 | -3 | 7 | -9
Cc1cccc(C)c1Nc1nnc(SCC(=O)NC(=O)c2cccn2C)s1 | 0.4 | 5 | -2 | 2 | -1.4 | -0.3 | 6 | 2.5 | 6 | 3 | 9
(more compounds)
SMILES | E coli growth | HTR5A inv ag | PKA-R1A act | DAGLB inhibitor | CDK5 inh | phage Ecoli inh | Mot1-301 SUMO | AddAB inh | Tat export inh | HTR5A ag ctr | PKA-R2B act
O=C(O)CONC(=O)c1cc(OCC(F)(F)F)ccc1OCC(F)(F)F | 0.0 | 14 | 7 | 0 | -0.6 | 2.9 | x | 4.8 | 6 | -3 | 8
CN(Cc1ccc(Br)cc1)C(=O)CCN1C(=O)c2cccc([N+](=O)[O-])c2C1=O | -3.4 | 5 | 4 | -2 | 2.5 | 3.1 | -15 | 0.3 | -4 | -2 | 0
O=C(CSc1nc2c(cnn2-c2ccc(F)cc2)c(=O)[nH]1)N1CCCc2ccccc21 | 0.5 | 10 | -1 | 2 | -0.3 | 1.2 | 21 | 2.5 | 4 | 0 | -7
COC(=O)C1=C(C)N(c2ccc(OC)c(OC)c2)C(=O)C1 | -3.4 | 9 | -1 | 5 | 0.6 | 0.5 | -6 | 1.6 | -7 | -5 | -10
CCc1sc2nc(SCC(=O)Nc3cc(C)on3)n(-c3cccc(OC)c3)c(=O)c2c1C | -1.5 | -11 | -6 | 1 | 1.6 | -0.5 | 13 | -0.4 | -4 | 7 | 7
CC[C@@H](C)[C@H](NC(=O)Cc1c(C)c2c(cc(C)c3c(C)coc32)oc1=O)C(=O)O | x | -7 | 0 | 1 | 2.5 | 1.4 | 61 | x | 1 | 2 | -13
CCNC(=O)OCC12CC3CC(CC(C3)C1)C2 | -2.1 | 28 | 11 | -4 | x | 3.2 | -1 | 4.3 | u | 1 | -1
Fc1ccccc1/C=N/Nc1nc(N2CCCCC2)nc(N2CCCCC2)n1 | 0.7 | 8 | 8 | -3 | 0.2 | 0.9 | 181 | 1.8 | -2 | 2 | -11
CC(C)CN(CC(C)C)C(=O)CN1C(=O)NC2(CCCc3ccccc32)C1=O (stereo unspecified) | 0.2 | -9 | -9 | -3 | -0.3 | 1.9 | -4 | -1.9 | 0 | 3 | 0
CC(C)c1ccc(NC(=O)CCNC(=O)N2CC(=O)Nc3ccccc32)cc1 | 0.4 | 17 | -11 | 0 | -1.3 | 1.4 | 10 | 0.7 | 4 | -1 | -8
N#C/C(=N\Nc1cccc(Cl)c1)C(=O)c1ccccc1 | 3.4 | -12 | -9 | 11 | 4.1 | 5.9 | x | 5.5 | 1 | 5 | 4
Cc1ccc(S(=O)(=O)N2CCn3cccc3C2C)cc1 (stereo unspecified) | -0.5 | -24 | -4 | -1 | -0.3 | 2.7 | 6 | -1.4 | 7 | -4 | -14
CCCCN(C(=O)CN1C(=O)C2CCCCC2C1=O)c1c(N)n(CCCC)c(=O)[nH]c1=O (stereo unspecified) | -0.6 | 1 | 1 | -2 | 2.0 | 2.9 | -11 | 2.2 | 7 | 0 | -9
CCOC(=O)C1(Cc2cccc(OC)c2)CCCN(C(=O)c2cc(C)oc2C)C1 (stereo unspecified) | -4.8 | -16 | 4 | -5 | 1.0 | 2.2 | 4 | 2.2 | -1 | 3 | -12
COc1cc(/C=C/c2onc(C)c2[N+](=O)[O-])cc(OC)c1OC | -0.5 | 3 | 3 | -2 | -0.4 | 0.3 | -4 | -0.3 | -4 | 1 | 1
CN(C(=O)COC(=O)COc1ccc2c(c1)CCC2)c1c(N)n(Cc2ccccc2)c(=O)[nH]c1=O | 1.3 | -4 | 0 | 1 | 0.3 | 2.1 | -9 | -1.4 | 7 | 2 | -2
C=CC[C@H](CC(=O)N[C@H](CO)Cc1ccccc1)C(=O)N[C@H](COC(=O)[C@@H](CC=C)Cc1ccc(F)cc1)Cc1c[nH]c2ccccc12 | x | -20 | -6 | 7 | 1.3 | x | x | x | -2 | 7 | -8
COc1cc2ccccc2cc1C(=O)N1CC(C)CC(C)C1 (stereo unspecified) | -0.4 | -8 | 6 | -5 | 1.4 | 0.7 | 19 | 3.9 | 18 | 2 | -4
CCc1ccc(NC(=O)NCC2CCN(c3ccc(OC)cc3)C2)cc1 (stereo unspecified) | 0.0 | -15 | -8 | 0 | -3.2 | -1.7 | 13 | 0.3 | 19 | 2 | 4
Cc1cc(C)cc(C(=O)N2CCN=C2SCc2ccc([N+](=O)[O-])cc2)c1 | -0.8 | -11 | -8 | 2 | 1.4 | 2.2 | 28 | 4.2 | 8 | 4 | -2
CCOc1ccc(/C=N/NC(=O)c2ccoc2C)cc1OC | -3.6 | -23 | 4 | -2 | 6.3 | 1.8 | -12 | 2.4 | -5 | 9 | -1
CC(=O)Nc1ccc(S(=O)(=O)Nc2ccccc2C(=O)N2CCCCCC2)cc1 | 1.6 | -4 | 5 | 1 | 2.1 | 2.7 | -27 | 3.9 | 3 | 1 | -10
CC(Sc1ccccc1)C(=O)N1CCN(S(=O)(=O)c2ccccc2F)CC1 (stereo unspecified) | 0.6 | -2 | 5 | 1 | 0.0 | -0.1 | 4 | 1.5 | 15 | -2 | -11
O=C(COC(=O)c1ccccc1O)NCC1COc2ccccc2O1 (stereo unspecified) | -3.5 | 27 | -2 | -7 | 0.4 | -0.9 | -4 | 0.9 | 6 | 2 | -5
CCCc1nc2oc3c(NCc4ccccn4)ncnc3c2c2c1COC(C)(C)C2 | -0.7 | 0 | -8 | 0 | -0.5 | 1.4 | 60 | 0.8 | 7 | 1 | -5
COc1cc(CO)cc(Br)c1OCC(=O)O | -2.9 | -12 | 0 | 1 | -2.2 | 0.5 | -9 | 2.3 | -4 | 4 | -4
Cc1c(C(=O)N(C)C)sc(NC(=O)c2cc([N+](=O)[O-])cc([N+](=O)[O-])c2)c1C#N | -1.5 | -17 | -3 | 19 | -0.1 | 2.0 | -6 | -0.2 | -1 | -5 | -11
CCOc1ccc(S(=O)(=O)NC(C)C(=O)NCc2ccncc2)cc1 (stereo unspecified) | 2.2 | 12 | -11 | 0 | -0.4 | 2.3 | 1 | 4.9 | -9 | -5 | -5

An excerpt from above with just PKA-R2B act and DAGLB inhibitor.
SMILES	PKA-R2B act	DAGLB inhibitor
Fc1ccccc1/C=N/Nc1nc(N2CCCCC2)nc(N2CCCCC2)n1	-11	-3
CC(C)CN(CC(C)C)C(=O)CN1C(=O)NC2(CCCc3ccccc32)C1=O (stereo unspecified)	0	-3
